# influenza NS1A: H1N1 influenza NS1A inhibitors, functional cell based assay (AID 504329); inhibition, % at 12.5 µM; hits with a dose series show IC50 in µM; NS1A functional cell-based assay, percent inhibition; higher % means a stronger effect; 340,000 tested, 0.3% active; in the data active = a potency from the dose series; inconclusive = inhibition above about 27% without an active follow-up result; note: strong numbers were not always called active
# Salmonella PhoP GFP: Inhibition of PhoP regulon, Salmonella typhi GFP reporter cells, confirmation, 4 h (AID 1850); Salmonella Typhi PhoP-promoter GFP reporter, fluorescence, 4 h; higher % means a stronger effect; one-dose inhibition, % at 50 µM; IC50 in µM for titrated hits; 310,000 tested, 0.33% active; in the data active = a potency from the dose series; inconclusive = inhibition mostly from about 25% at the one dose, without a potency; inactive = the rest, 99 in 100 with inhibition below about 19%;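 note: 0% = induced wells with vehicle and 100% = uninduced wells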
# inhibitors of VEEV: inhibitors of VEEV TC-83 cytopathic effect, confirmation, Vero cells (AID 588727). Vero cells, VEEV TC-83 cytopathic effect inhibition; higher % means a stronger effect. inhibition, % at 20 µM, or IC50 in µM where a hit was titrated. 350,000 tested, 0.13% active; in the data active = a potency from the dose series; inconclusive = inhibition mostly from about 14% at the one dose, without a potency; inactive = the rest, 99 in 100 with inhibition below about 12%; note: strong numbers were not always called active
# H37Rv inhibition: M. tuberculosis growth inhibition, HTS (AID 449762); M. tuberculosis H37Rv growth inhibition, 7H9 media; higher % means a stronger effect; inhibition, % at 25 µM; hits with a dose series show IC50 in µM; 330,000 tested, 0.59% active; in the data active = a potency from the dose series; inconclusive = inhibition above about 70% without an active follow-up result;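 note: bacterial growth assessed after seven days of incubation; strong numbers were not always called active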
# tuberculosis growth: growth inhibition of non-replicating M. tuberculosis (AID 488890). Mycobacterium tuberculosis non-replicating, growth inhibition; higher % means a stronger effect. inhibition, % at 25 µM, or IC50 in µM where a hit was titrated. 320,000 tested, 0.39% active; in the data active = a potency from the dose series; inconclusive = inhibition mostly from about 82% at the one dose, without a potency; inactive = the rest, 99 in 100 with inhibition below about 76%;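 note: plate controls were DMSO cells for no effect and high antibiotic wells for full effect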
# inhibitors of VEEV 10K pilot screen: second read-out of inhibitors of VEEV, no call of its own (marks repeat the call); inhibition, %; measured here: 10K pilot screen inhibition
# Active calls of the source: *; i = inactive; ? = inconclusive; . = no result given; & = joins results of further samples.
SMILES,influenza NS1A,Salmonella PhoP GFP,inhibitors of VEEV,H37Rv inhibition,tuberculosis growth,others
CCCCN(C)CCNC(=O)C1CCCN(S(=O)(=O)c2cccc3nsnc23)C1 (stereo not drawn),3.1%,0.6%,0.2%,-2.9%,-14.5%,
CCOc1cc(C2NN=C(c3ccccc3)S2)ccc1OCc1ccc(F)cc1 (stereo not drawn),-11.8%,-9.9%,6.3%,.,20.6%,
CCCn1nc(NC(=O)C(C)C)c2cc3cc(OC)ccc3nc21,-6.4%,-3.2%,9.2%,3.6%,6.5%,
COc1ccccc1NC(=O)C(C)OC(=O)CCSc1ccc(F)cc1 (stereo not drawn),1.0%,-7.8%,i,34.9%,66.8%,
CCOC(=O)c1nc(Nc2ccc(N3CCOCC3)cc2)c2ccccc2n1,-12.1%,6.1%,2.0%,-1.4%,-11.3%,
O=C(O)c1cc(NS(=O)(=O)c2cccc3nsnc23)cc(C(=O)O)c1,0.7%,-3.8%,1.1%,6.3%,6.9%,
CN1CCN(Cc2ccc(OC(F)(F)F)cc2)CC1,24.5%,-2.3%,i,-7.1%,-1.6%,
CN(C(=O)COC(=O)c1ccc2c(c1)NC(=O)CS2)C1CCS(=O)(=O)C1 (stereo not drawn),-4.0%,3.2%,1.7%,-3.0%,-11.5%,
COc1ccc(-c2cc(C)no2)cc1S(=O)(=O)N1CCN(c2ccc([N+](=O)[O-])cc2)CC1,0.0%,6.8%,1.8%,-3.3%,-1.2%,
O=C(Nc1ccccc1C(=O)N1CCCCCC1)c1ccc(F)cc1,12.5%,-6.1%,1.1%,-15.2%,-0.3%,
COc1ccc(Cl)cc1NC(=O)CN1CCCC1,-2.4%,-9.0%,1.0%,-1.9%,-16.7%,
O=C(CCn1cnc2ccccc21)N/N=C/c1ccc(O)cc1,4.4%,-8.1%,i,-5.8%,14.2%,
COc1cccc(C(C(=O)NC2CCCC2)N(Cc2cccnc2)C(=O)Cc2cccs2)c1 (stereo not drawn),-9.0%,-16.3%,0.4%,8.4%,-8.3%,
Cc1cc(C)n2nc(C(=O)N/N=C/c3ccccc3Cl)nc2n1,-2.0%,3.7%,0.9%,7.2%,-9.1%,
CCn1c(CCCc2ccc(OC)c(C)c2)n[nH]c1=S,-4.8%,5.1%,0.0%,0.1%,7.6%,
COc1ccccc1C(=O)NC(=O)COc1ccc([N+](=O)[O-])cc1,-16.9%,0.8%,7.2%,-7.4%,15.0%,
Cc1ccc2nc(/C(C#N)=C\c3ccc([N+](=O)[O-])o3)[nH]c2c1,13.8%,99.1µM*,i,?,?,
O=c1[nH]c(/C(Cl)=C/c2c(F)cccc2Cl)nc2cc(Cl)ccc12,-4.5%,1.9%,3.1%,0.8%,-4.5%,
CCc1cccc(C)c1NC(=O)CNCc1ccccc1,-5.9%,4.0%,0.4%,2.8%,-13.4%,
CCc1ccccc1NC(=O)/C(=C/c1ccccc1)c1ccccc1,-8.6%,-15.0%,i,26.4%,-11.0%,
O=C(O)c1ccccc1NS(=O)(=O)c1ccccc1C(F)(F)F,25.3%,-12.1%,0.6%,-1.5%,5.8%,
C/C=C/c1ccc(OCC(=O)OCC)c(OC)c1,0.5%,0.3%,i,?,?,
CC(C)(C)C(=O)Nc1ccc2oc(-c3cc(F)c(F)cc3Cl)nc2c1,1.8%,-5.9%,2.9%,2.7%,22.1%,
CC(=O)c1ccc(NC(=O)C(Cc2ccccc2)NC(=O)c2ccco2)cc1 (stereo not drawn),8.7%,10.6%,0.9%,-0.8%,18.1%,
COc1ccc(-c2[nH]ncc2CNC(C)c2ccccc2Cl)cc1F (stereo not drawn),-2.4%,-1.0%,34.0%,6.4%,25.8%,
CN(C(=O)c1cccc(C#N)c1)c1nnc(C2CCOC2)s1 (stereo not drawn),-6.5%,8.3%,4.4%,1.4%,-10.7%,
CCOC(=O)c1nonc1NC(C)=O,1.6%,2.1%,0.6%,-2.4%,2.7%,inhibitors of VEEV 10K pilot screen=0.8
CCc1ccc(S(=O)(=O)NCc2cccnc2)cc1,-1.8%,-7.3%,i,5.6%,27.2%,
O=C(/C=C/c1ccccc1)NCCS(=O)(=O)N1CCN(c2ccccc2F)CC1,6.8%,-2.9%,1.0%,3.4%,25.0%,
CN1C[C@@H]2C(c3ccc(Cl)nc3)C3(c4ccc(C#N)cc4)CC2(C3)[C@H]1c1ccccc1 (stereo partly drawn),-9.9%,-16.9%,i,?,61.6%,
Cc1[nH]n(-c2nc(-c3ccc(Cl)cc3)cs2)c(=O)c1N=Nc1ccc(O)cc1,.,-2.4%,10.3%,?,?,
O=C(c1ccc([N+](=O)[O-])s1)N1CCN(c2ccc(C(F)(F)F)cn2)CC1,4.2%,-14.8%,i,<0.2µM*,?,
Cc1ccc(Cn2nnnc2CN2CCC(n3nnc4cc(C(F)(F)F)ccc43)CC2)cc1,1.3%,1.6%,i,?,?,
COc1cc2c(cc1OC)C(C(=O)Nc1ccccn1)C(c1cccnc1)N(C)C2=O (stereo not drawn),8.4%,-1.9%,3.7%,-0.2%,-6.1%,
CCOc1ccccc1-c1nn2c(Cc3ccccc3)nnc2s1,25.9%,0.5%,i,9.2%,14.8%,
CN(CC(=O)Nc1ccccc1Cl)C(=O)CN1C(=O)C2CC=CCC2C1=O (stereo not drawn),9.7%,.,1.1%,-4.0%,-9.4%,
COc1ccccc1Cn1c(=S)[nH]c2cc(C(=O)NCCN(C)C)ccc2c1=O,10.5%,1.9%,0.9%,1.8%,7.9%,
CCn1nc(C)c(CN2CCN(Cc3cccc(OC)c3)C(CCO)C2)c1C (stereo not drawn),-11.5%,0.5%,0.3%,-13.2%,17.5%,
CC(C)(C#N)Nc1ccccc1,-3.4%,4.3%,1.6%,6.8%,2.8%,
CSc1nnc(-c2ccc(F)cc2)o1,-8.0%,5.3%,0.1%,-4.6%,30.8%,
O=C(COC(=O)c1cc2c(s1)CCCCC2)NC1CCS(=O)(=O)C1 (stereo not drawn),-4.1%,3.1%,4.1%,63.7%,13.3%,
CC(=O)NC(O)C(=O)c1ccccc1 (stereo not drawn),-2.5%,-2.3%,7.3%,4.1%,-3.1%,
CC1(C)C(=O)OC(/C=C\c2cccc([N+](=O)[O-])c2)C(C)(C)C1=O (stereo not drawn),-14.6%,1.7%,0.8%,-0.6%,-9.2%,
CCOC(=O)C1=C(C)N(C)C(=O)NC1c1cccc2ccccc12 (stereo not drawn),-1.5%,3.1%,i,-8.9%,-9.8%,
CCOc1ccccc1OCC(=O)Nc1cccc(S(=O)(=O)NC2=NCCCCC2)c1,-7.0%,.,10.4%,-0.5%,-10.6%,
CCOC(=O)C1=C(c2ccccc2)N=c2s/c(=C\c3ccco3)c(=O)n2C1c1cccs1 (stereo not drawn),13.3%,9.6%,1.1%,42.7%,24.5%,
CC(=O)c1ccc(NC(=O)C(C)OC(=O)c2ccc(NS(=O)(=O)c3ccc4[nH]c(=O)[nH]c4c3)cc2)cc1 (stereo not drawn),3.1%,.,9.3%,.,.,
Cc1c(NP(=S)(C(C)(C)C)C(C)(C)C)c(=O)n(-c2ccccc2)n1C,4.1%,-7.0%,2.3%,-12.9%,16.6%,
CN(C(=O)CSc1nc(-c2ccc(F)cc2)cs1)C1CCS(=O)(=O)C1 (stereo not drawn),-13.1%,2.6%,i,6.0%,11.6%,
CCOc1cc(C(=O)Nc2cc(OC)cc(OC)c2)ccc1OCC(=O)N1CCOCC1,2.7%,.,9.0%,4.3%,-7.3%,
# Following part
SMILES,influenza NS1A,Salmonella PhoP GFP,inhibitors of VEEV,H37Rv inhibition,tuberculosis growth,others
CCOc1ccccc1NC(=O)CSc1nnc(CNC(=O)c2ccco2)o1,1.4%,8.4%,2.5%,-12.8%,5.4%,inhibitors of VEEV 10K pilot screen=0.6
CCOc1ccc(NC(N)=O)cc1OCC,17.5%,-4.7%,6.1%,-10.1%,16.6%,
O=C1c2cccc3c([N+](=O)[O-])ccc(c23)C(=O)N1Cc1cccnc1,36.3%,.,i,.,.,
CN(CC(=O)N1CCc2ccccc21)S(=O)(=O)c1ccc(Cl)cc1,-1.3%,2.8%,i,7.9%,9.0%,
COc1ccc(OC)c(CN2CCN(C(=O)c3cccc4ccccc34)CC2)c1,9.7%,-6.4%&-4.4%,0.1%,1.2%,-16.6%,
O=S(=O)(c1ccccc1)N1CN2CCN(C2)C1,-1.0%,-4.7%,0.1%,0.2%,4.2%,
COCC(=O)N(C)C1(c2nnnn2CCOC(=O)Nc2cccc3ccccc23)CCCC1,-1.8%,-4.0%,2.1%,-2.7%,6.2%,
Cc1ccc(S(=O)(=O)N2CCCCC2c2cccnc2)c(C)c1C (stereo not drawn),-4.6%,9.1%,i,51.1%,?,
COc1ccc(Nc2cc(C)c3ccccc3n2)cc1,-1.0%,-2.3%,i,?,?,
Cc1ccc(-c2nn(-c3ccccc3)cc2C2CC(c3cccs3)=NN2C(=O)CCCC(=O)O)cc1 (stereo not drawn),7.7%,-9.2%,3.1%,2.3%,15.9%,

# Not a retest: entries from further up.
SMILES,influenza NS1A,Salmonella PhoP GFP,inhibitors of VEEV,H37Rv inhibition,tuberculosis growth,others
CCOc1ccccc1NC(=O)CSc1nnc(CNC(=O)c2ccco2)o1,1.4%,8.4%,2.5%,-12.8%,5.4%,inhibitors of VEEV 10K pilot screen=0.6
CCOc1ccc(NC(N)=O)cc1OCC,17.5%,-4.7%,6.1%,-10.1%,16.6%,

# (continued)
SMILES,influenza NS1A,Salmonella PhoP GFP,inhibitors of VEEV,H37Rv inhibition,tuberculosis growth,others
COc1ccc(N2CCN(C(=O)CN(C)S(=O)(=O)c3ccc4c(c3)c(=O)n(C)c(=O)n4C)CC2)cc1,6.7%,0.1%,2.6%,-5.0%,6.4%,
O=[N+]([O-])c1ccc(N2CCN(c3ccccc3)CC2)cc1,3.5%,-5.1%,0.3%,1.5%,25.0%,
C=CCn1c(SCC(=O)NC2CC2)nnc1-c1cccs1,-4.5%,-4.4%,1.0%,-5.6%,5.5%,
CN(C)S(=O)(=O)c1ccc(Cl)c(C(=O)NC2CCN(Cc3ccccc3)C2)c1 (stereo not drawn),6.2%,7.1%,0.5%,0.0%,-4.2%,

# Compounds shown so far containing an aryl methoxy group (16):
SMILES,influenza NS1A,Salmonella PhoP GFP,inhibitors of VEEV,H37Rv inhibition,tuberculosis growth,others
CCCn1nc(NC(=O)C(C)C)c2cc3cc(OC)ccc3nc21,-6.4%,-3.2%,9.2%,3.6%,6.5%,
COc1ccccc1NC(=O)C(C)OC(=O)CCSc1ccc(F)cc1 (stereo not drawn),1.0%,-7.8%,i,34.9%,66.8%,
COc1ccc(-c2cc(C)no2)cc1S(=O)(=O)N1CCN(c2ccc([N+](=O)[O-])cc2)CC1,0.0%,6.8%,1.8%,-3.3%,-1.2%,
COc1ccc(Cl)cc1NC(=O)CN1CCCC1,-2.4%,-9.0%,1.0%,-1.9%,-16.7%,
COc1cccc(C(C(=O)NC2CCCC2)N(Cc2cccnc2)C(=O)Cc2cccs2)c1 (stereo not drawn),-9.0%,-16.3%,0.4%,8.4%,-8.3%,
CCn1c(CCCc2ccc(OC)c(C)c2)n[nH]c1=S,-4.8%,5.1%,0.0%,0.1%,7.6%,
COc1ccccc1C(=O)NC(=O)COc1ccc([N+](=O)[O-])cc1,-16.9%,0.8%,7.2%,-7.4%,15.0%,
C/C=C/c1ccc(OCC(=O)OCC)c(OC)c1,0.5%,0.3%,i,?,?,
COc1ccc(-c2[nH]ncc2CNC(C)c2ccccc2Cl)cc1F (stereo not drawn),-2.4%,-1.0%,34.0%,6.4%,25.8%,
COc1cc2c(cc1OC)C(C(=O)Nc1ccccn1)C(c1cccnc1)N(C)C2=O (stereo not drawn),8.4%,-1.9%,3.7%,-0.2%,-6.1%,
COc1ccccc1Cn1c(=S)[nH]c2cc(C(=O)NCCN(C)C)ccc2c1=O,10.5%,1.9%,0.9%,1.8%,7.9%,
CCn1nc(C)c(CN2CCN(Cc3cccc(OC)c3)C(CCO)C2)c1C (stereo not drawn),-11.5%,0.5%,0.3%,-13.2%,17.5%,
CCOc1cc(C(=O)Nc2cc(OC)cc(OC)c2)ccc1OCC(=O)N1CCOCC1,2.7%,.,9.0%,4.3%,-7.3%,
COc1ccc(OC)c(CN2CCN(C(=O)c3cccc4ccccc34)CC2)c1,9.7%,-6.4%&-4.4%,0.1%,1.2%,-16.6%,
COc1ccc(Nc2cc(C)c3ccccc3n2)cc1,-1.0%,-2.3%,i,?,?,
COc1ccc(N2CCN(C(=O)CN(C)S(=O)(=O)c3ccc4c(c3)c(=O)n(C)c(=O)n4C)CC2)cc1,6.7%,0.1%,2.6%,-5.0%,6.4%,

# Screening results deposited in PubChem BioAssay by Southern Research Specialized Biocontainment Screening Center.
